Screens (PubChem)
MRP resist rev: reversal of MRP1-mediated doxorubicin resistance, primary screen, H69AR cells, doxorubicin co-treatment. differential viability (reversal), % at 10 µM. H69AR cells + 2 uM doxorubicin, CellTiter-Glo, 72 h. 0.04% of 85,000 active. AID 602, 2007;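 active = viability drop by adding the cancer drug above about 55%, with treated viability meeting a 40% cutoff, limit read from the data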;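 also: viability without doxorubicin minus viability with 2 µM doxorubicin for each compound; larger differential means the compound sensitizes cells more to doxorubicin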
NFkB transloc inh: inhibitors of IL-1B driven NFkB p65 nuclear import, primary screen, imaging, HUVEC, IL-1B stimulus, high-content imaging | HUVEC IL-1B NFkB p65 nuclear translocation imaging | inhibition, % at 2 µM | 0.43% of 94,000 active | AID 796, 2007;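 active = inhibition above about 30% together with a positive call from visual inspection of the well image, limit read from the data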;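 also: nuclear over cytoplasmic p65 intensity ratio measured by imaging; 0% = IL-1B stimulated DMSO wells and 100% = unstimulated DMSO wells; values of inactives mirror those of a sister screen read the other way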
IL1B NFkB pot: enhancers of NFkB p65 translocation in HUVEC – imaging, IL-1B stimulus, high-content imaging, primary screen | activation, % at 2 µM | HUVEC IL-1B NFkB p65 nuclear translocation imaging | AID 819, 2007 | 0.3% of 94,000 active;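 active = activation above 40%, about the mean plus 3 SD, also judged a hit on visual image review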;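 also: percent activation is computed from the nuclear over cytoplasmic p65 intensity ratio; values of inactives mirror those of a sister screen read the other way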
PLAP inhibitors HTS: PLAP enzyme inhibitors, biochemical, luminescence, HTS (AID 690) | Alkaline phosphatase, placental type (Homo sapiens) | purified PLAP, luminescent substrate; higher % means a stronger effect | inhibition, % at 20 µM, or IC50 in µM where a hit was titrated | 0.08% of 96,000 active; in the data active = a potency from the dose series; inactive = the rest, 99 in 100 with inhibition below about 30%; also: strong numbers were not always called active
Bcl-B TR3 displacers: displacers of TR3 peptide from Bcl-B, primary screen, selectivity assay for Bfl-1 inhibitor project, biochemical, fluorescence polarization; 0.11% of 96,000 active; AID 748, 2007; Bcl-2-like protein 10 (Homo sapiens); displacement, % at 20 µM, or IC50 in µM where a hit was titrated; FP displacement of FITC-TR3 peptide from Bcl-B; higher % means a stronger effect;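 active = displacement above 50% at 20 µM plus a fluorescence interference ratio under 1.5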;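 also: plate controls were wells without compound for no effect and wells lacking Bcl-B protein for full effect; a part of the inactive calls stands beside numbers as strong as those of hits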
MRP resist rev cytotoxicity: also measured in MRP resist rev; calls as there; viability, %; H69AR cells, CellTiter-Glo, 72 h; measured here: cytotoxicity without doxorubicin
MRP resist rev with doxorubicin: further read-out of MRP resist rev, marked with its call; viability, %; measured here: viability with 2 uM doxorubicin; active compounds read low
NFkB transloc inh cell count 2 µM: also measured in NFkB transloc inh; calls as there; cell count; measured here: cells passing quality filter;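 raw number of nuclei counted in each imaged well without normalization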
IL1B NFkB pot cell count 2 µM: second read-out of IL1B NFkB pot, no call of its own (marks repeat the call); cell count; measured here: cells passing quality filter
An asterisk follows results filed as active; . = no result given.

1. COc1cccc(CNC(=O)C2CCCN(c3nn4c(=O)cc(C)nc4s3)C2)c1 (stereo not drawn)
2. CCn1c(SCc2nc3ccccc3[nH]2)nnc1-c1ccc(OC)cc1
3. COc1ccc(NC(=O)C(=O)N/N=C/c2cccnc2)c(OC)c1
4. COCCNC(=O)Cn1cc(C(=O)c2cccs2)c2ccccc21
5. CSc1nc(N)nc(SCC(=O)CC(=O)OC(C)C)c1C#N
6. CC(C)N(C(=O)CN1C(=O)NC2(CCCCCC2)C1=O)C(C)C
7. COc1ccc(-c2ccc(-c3noc(C4CCCCC4)n3)c(OC)n2)cc1
8. Cc1ccc(N(CC(=O)N/N=C/c2ccco2)S(=O)(=O)c2ccccc2)cc1

Screen / compound no. | 1 | 2 | 3 | 4 | 5 | 6 | 7 | 8
MRP resist rev | 7 | 0 | . | 0 | 0 | 6 | -5 | .
MRP resist rev cytotoxicity | 84 | 90 | . | 88 | 82 | 101 | 84 | .
MRP resist rev with doxorubicin | 77 | 90 | . | 88 | 82 | 95 | 89 | .
NFkB transloc inh | . | -12 | . | 8 | -29 | -22 | -3 | -10
NFkB transloc inh cell count 2 µM | . | 181 | . | 120 | 108 | 63 | 130 | 180
IL1B NFkB pot | . | 12 | . | -8 | 29 | 22 | 3 | 10
IL1B NFkB pot cell count 2 µM | . | 181 | . | 120 | 108 | 63 | 130 | 180
PLAP inhibitors HTS | -43% | -56% | -52% | . | -23% | 4% | -55% | -17%
Bcl-B TR3 displacers | -4% | 4% | -6% | . | -4% | 5% | -38% | 8%

Fetched by structure from above (2):
5. CSc1nc(N)nc(SCC(=O)CC(=O)OC(C)C)c1C#N
2. CCn1c(SCc2nc3ccccc3[nH]2)nnc1-c1ccc(OC)cc1

Screen / compound no. | 5 | 2
MRP resist rev | 0 | 0
MRP resist rev cytotoxicity | 82 | 90
MRP resist rev with doxorubicin | 82 | 90
NFkB transloc inh | -29 | -12
NFkB transloc inh cell count 2 µM | 108 | 181
IL1B NFkB pot | 29 | 12
IL1B NFkB pot cell count 2 µM | 108 | 181
PLAP inhibitors HTS | -23% | -56%
Bcl-B TR3 displacers | -4% | 4%

Individual results from the entries so far:
`COc1ccc(-c2ccc(-c3noc(C4CCCCC4)n3)c(OC)n2)cc1` in IL1B NFkB pot has 3
`COCCNC(=O)Cn1cc(C(=O)c2cccs2)c2ccccc21` in MRP resist rev has 0
`CSc1nc(N)nc(SCC(=O)CC(=O)OC(C)C)c1C#N` in MRP resist rev has 0

(next part)
9. Cc1oc(-c2ccc(Cl)cc2)nc1CN1CCC(C(=O)NCc2cccs2)CC1
10. Cc1ccc(S(=O)(=O)N2CCSC2C(=O)O)cc1 (stereo not drawn)
11. C=CCn1c(=O)c2c(nc3n2CC(C)CN3c2cccc(OC)c2)n(C)c1=O (stereo not drawn)
12. O=C(Nc1ccc2c(c1)OCO2)C1CCCN1C(=O)Nc1cccc(F)c1 (stereo not drawn)
13. Cc1ccc(OCC(O)Cn2c(=N)n(CCN3CCOCC3)c3ccccc32)cc1 (stereo not drawn)
14. CCN(CC)C(=O)CSC(=Nc1ccccc1F)NC#N
15. COc1ccc(-n2nnnc2SCC(=O)N2CCCC2)cc1OC
16. CCCCCCCCSc1nnc(-c2ccc(OC)cc2)o1

Screen / compound no. | 9 | 10 | 11 | 12 | 13 | 14 | 15 | 16
MRP resist rev | 13 | -3 | 0 | 9 | -7 | -17 | -2 | 15
MRP resist rev cytotoxicity | 94 | 89 | 79 | 95 | 74 | 78 | 94 | 95
MRP resist rev with doxorubicin | 81 | 92 | 79 | 86 | 81 | 95 | 96 | 80
NFkB transloc inh | -3 | 7 | 10 | . | -4 | 15 | 0 | -10
NFkB transloc inh cell count 2 µM | 164 | 33 | 154 | . | 168 | 95 | 94 | 86
IL1B NFkB pot | 3 | -7 | -10 | . | 4 | -15 | -1 | 10
IL1B NFkB pot cell count 2 µM | 164 | 33 | 154 | . | 168 | 95 | 94 | 86
PLAP inhibitors HTS | -81% | . | -10% | 14% | -52% | -19% | 18% | -15%
Bcl-B TR3 displacers | 4% | . | -15% | 2% | 6% | -12% | -9% | 4%

The list goes on (3 carried over from the part before).
14. CCN(CC)C(=O)CSC(=Nc1ccccc1F)NC#N
15. COc1ccc(-n2nnnc2SCC(=O)N2CCCC2)cc1OC
16. CCCCCCCCSc1nnc(-c2ccc(OC)cc2)o1
17. Cn1c(=O)oc2cc(S(=O)(=O)N3CCCC(C(=O)Nc4ccc5c(c4)OCCO5)C3)ccc21 (stereo not drawn)
18. COc1cccc(OCC(=O)NNC(=O)c2ccc(-c3ccccc3)cc2)c1
19. Cc1cccc(OCCC(=O)NCC(c2ccco2)N2CCCCC2)c1 (stereo not drawn)
20. Cc1cc(OC(=O)c2ccco2)c2c(C)cc(=O)oc2c1
21. CCN(CC(=O)Nc1ccc2c(c1)OCCO2)S(=O)(=O)c1cccs1
22. CC(C)(C)NC(=O)COC(=O)/C=C/c1ccccc1[N+](=O)[O-]
23. CC(=O)N(/N=C/c1cccc(C)c1)c1nc(-c2ccc(Br)cc2)cs1
24. CCS(=O)(=O)c1ccc2oc(Nc3ccc(C(C)C)cc3)nc2c1

Screen / compound no. | 14 | 15 | 16 | 17 | 18 | 19 | 20 | 21 | 22 | 23 | 24
MRP resist rev | -17 | -2 | 15 | 3 | . | . | 5 | . | . | . | -2
MRP resist rev cytotoxicity | 78 | 94 | 95 | 91 | . | . | 96 | . | . | . | 96
MRP resist rev with doxorubicin | 95 | 96 | 80 | 88 | . | . | 91 | . | . | . | 99
NFkB transloc inh | 15 | 0 | -10 | -11 | 3 | 9 | 4 | 14 | 2 | 4 | -4
NFkB transloc inh cell count 2 µM | 95 | 94 | 86 | 160 | 149 | 152 | 191 | 204 | 178 | 129 | 150
IL1B NFkB pot | -15 | -1 | 10 | 11 | -3 | -9 | -4 | -14 | -2 | -4 | 4
IL1B NFkB pot cell count 2 µM | 95 | 94 | 86 | 160 | 149 | 152 | 191 | 204 | 178 | 129 | 150
PLAP inhibitors HTS | -19% | 18% | -15% | -24% | -56% | -36% | 14% | 19% | 12% | 9% | 8%
Bcl-B TR3 displacers | -12% | -9% | 4% | -1% | 2% | 1% | -4% | -5% | 2% | -2% | 3%

25. Cc1cc(C)c2[nH]c(=O)c(C(c3nnnn3C(C)(C)C)N3CCN(C(=O)c4ccco4)CC3)cc2c1 (stereo not drawn)
26. CCOC(=O)c1cnn2c(C(F)(F)F)cc(-c3ccco3)nc12
27. COC(=O)c1ccc(C2/C(=C(/O)c3ccc(OC(C)C)cc3)C(=O)C(=O)N2c2cc(C)on2)cc1 (stereo not drawn)
28. COc1ccc2cc(C(=O)NCc3ccco3)c(=Nc3ccc(C(=O)O)cc3)oc2c1
29. CC1CC(C)CN(C(=O)c2cn(C)c3ccc(S(=O)(=O)N(C)C)cc3c2=O)C1 (stereo not drawn)
30. Cc1ccc(NC(=O)CSCCc2ccccn2)nc1
31. CCCn1c(=O)c2ccccc2n2c(SCC(=O)c3ccc(CC)cc3)nnc12
32. CCNc1cc(N2CCN(S(=O)(=O)c3ccc4c(c3)CCCC4)CC2)ccc1[N+](=O)[O-]

Screen / compound no. | 25 | 26 | 27 | 28 | 29 | 30 | 31 | 32
MRP resist rev | 0 | 4 | 4 | -25 | 2 | 5 | 10 | .
MRP resist rev cytotoxicity | 73 | 76 | 88 | 21 | 89 | 92 | 55 | .
MRP resist rev with doxorubicin | 72 | 72 | 84 | 46 | 86 | 87 | 46 | .
NFkB transloc inh | -7 | 8 | 3 | . | 3 | 7 | -10 | 3
NFkB transloc inh cell count 2 µM | 117 | 136 | 169 | . | 71 | 114 | 177 | 164
IL1B NFkB pot | 7 | -8 | -3 | . | -3 | -8 | 10 | -3
IL1B NFkB pot cell count 2 µM | 117 | 136 | 169 | . | 71 | 34 | 177 | 164
PLAP inhibitors HTS | -60% | -26% | -6% | -27% | -26% | -12% | 11% | 21%
Bcl-B TR3 displacers | 11% | -22% | -4% | 3% | 2% | 14% | -7% | -3%

This is a subset (hit frequency here may not be typical).
